# High-throughput results deposited in PubChem by The Scripps Research Institute Molecular Screening Center.
# ZTA DNA inh: ZTA (EBV) inhibition in EBNA-1 counter-screen; 320,000 compounds, 0.15% hits; ZTA-DNA binding, fluorescence polarization; P03206; inhibition, % at 11 µM; AID 2234; in the data active = inhibition above about 33%
# PREPL inhibitor: PREPL enzyme inhibitors, primary screen, biochemical, fluorescence polarization; Prolyl endopeptidase-like (Homo sapiens), Q4J6C6; recombinant PREPL, fluorescence polarization activity-based probe; inhibition, % at 5.96 µM; 320,000 compounds, 0.68% hits; AID 2751, 2010; in the data active = inhibition above about 43%;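 also: 0% = enzyme with DMSO and 100% = wells lacking enzyme; many of its hits are not listed in these tables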
# PAFAH1B3 inh: PAFAH1B3 enzyme inhibitors, primary screen, biochemical, fluorescence polarization, human. Platelet-activating factor acetylhydrolase IB subunit alpha1 (Homo sapiens), Q15102. recombinant PAFAH1B3, FP-rhodamine probe. inhibition, % at 3.39 µM. 340,000 compounds, 0.28% hits. AID 492972, 2010;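 active = inhibition above the screen-wide average of all tested compounds plus 3 SD, cut at about 25% in these data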;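 also: 0% = enzyme with DMSO only and 100% = wells lacking PAFAH1B3 protein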
# Target sequence (Q15102 whole entry, looked up): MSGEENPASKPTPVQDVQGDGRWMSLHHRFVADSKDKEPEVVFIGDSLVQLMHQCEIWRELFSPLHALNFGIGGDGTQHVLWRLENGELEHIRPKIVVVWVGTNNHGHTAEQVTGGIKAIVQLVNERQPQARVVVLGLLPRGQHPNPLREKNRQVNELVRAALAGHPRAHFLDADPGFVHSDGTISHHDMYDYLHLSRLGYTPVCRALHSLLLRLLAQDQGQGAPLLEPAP
# pPAFAH FP inh: pPAFAH enzyme inhibitors, primary screen, biochemical, fluorescence polarization, human; recombinant pPAFAH, FP-rhodamine probe fluorescence polarization; inhibition, % at 3.39 µM; 330,000 compounds, 1.5% hits; AID 463082, 2010;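 active = inhibition above the mean inhibition across the screen plus 3 SD, cut at about 25% in these data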;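 also: inhibitors block binding of the rhodamine activity-based probe so polarization drops; 0% = enzyme with DMSO and 100% = wells lacking pPAFAH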
# Target sequence (Q13093 whole entry, looked up): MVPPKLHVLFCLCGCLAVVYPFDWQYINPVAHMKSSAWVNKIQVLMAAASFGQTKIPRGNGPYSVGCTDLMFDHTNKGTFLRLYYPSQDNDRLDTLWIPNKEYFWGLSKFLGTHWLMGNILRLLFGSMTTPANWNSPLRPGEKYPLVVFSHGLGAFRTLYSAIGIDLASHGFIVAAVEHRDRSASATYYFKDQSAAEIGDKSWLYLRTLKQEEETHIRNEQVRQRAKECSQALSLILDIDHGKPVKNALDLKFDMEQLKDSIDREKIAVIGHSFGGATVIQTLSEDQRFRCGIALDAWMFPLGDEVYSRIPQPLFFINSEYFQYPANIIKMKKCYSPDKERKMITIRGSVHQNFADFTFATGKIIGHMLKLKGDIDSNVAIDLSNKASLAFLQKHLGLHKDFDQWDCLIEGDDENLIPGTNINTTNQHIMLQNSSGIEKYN
# LYPLA2 counter: LYPLA2 inhibitors, primary screen, counter-screen for PME1 inhibitor project, biochemical, fluorescence polarization, FP-Rh probe ABPP; 320,000 compounds, 0.38% hits; recombinant LYPLA2; inhibition, % at 5.9 µM; AID 2177, 2009; Acyl-protein thioesterase 2 (Homo sapiens), O95372;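 active = inhibition above the screen-wide mean plus 3 SD, limit set per campaign, cut at about 26% in these data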;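 also: 0% = LYPLA2 with DMSO and 100% = wells lacking LYPLA2 enzyme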
# LYPLA1 inh: LYPLA1 inhibitors, primary screen, counter-screen for PME1 inhibitor project, biochemical, fluorescence polarization, FP-Rh probe ABPP; Acyl-protein thioesterase 1 (Homo sapiens), O75608; 320,000 compounds, 0.16% hits; recombinant LYPLA1; inhibition, % at 5.9 µM;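 active = inhibition above the mean of all tested compounds plus 3 SD, set per campaign, cut at about 14% in these data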;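 also: inhibitors block serine hydrolase probe labeling of LYPLA1 so polarization falls; 0% = enzyme with DMSO and 100% = wells lacking LYPLA1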
# Target sequence (O75608 whole entry, looked up): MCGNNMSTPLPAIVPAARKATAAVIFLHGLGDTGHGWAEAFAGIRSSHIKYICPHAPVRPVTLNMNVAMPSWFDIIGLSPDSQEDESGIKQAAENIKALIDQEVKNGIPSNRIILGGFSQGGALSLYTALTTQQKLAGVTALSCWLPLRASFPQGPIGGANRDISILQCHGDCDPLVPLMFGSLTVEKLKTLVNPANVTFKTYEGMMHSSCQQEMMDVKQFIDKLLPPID
# EBNA-1 inhibitor: EBNA-1 DNA-binding inhibitors, primary screen, biochemical, fluorescence polarization | 300,000 compounds, 0.34% hits | inhibition, % at 14.8 µM; in the data active = inhibition above about 28%
# PAFAH1B2 inh: PAFAH1B2 enzyme inhibitors, primary screen, biochemical, fluorescence polarization, human. inhibition, % at 3.39 µM. recombinant PAFAH1B2, FP-rhodamine activity probe. Platelet-activating factor acetylhydrolase IB subunit alpha2 (Homo sapiens), P68402. 340,000 compounds, 1.2% hits. AID 492953, 2010;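 active = inhibition above the mean of all tested compounds plus 3 SD, cut at about 24% in these data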;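 also: 0% = enzyme with DMSO and 100% = wells lacking PAFAH1B2; many of its hits are not listed in these tables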
# PAFAH2 inh: PAFAH2 enzyme inhibitors, primary screen, biochemical, fluorescence polarization, human; recombinant PAFAH2, FP-rhodamine activity probe; inhibition, % at 3.39 µM; 340,000 compounds, 0.99% hits;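 active = inhibition above the mean over all tested compounds plus 3 SD, cut at about 30% in these data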;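 also: inhibitors block probe labeling of enzyme so polarization drops; 0% = enzyme with DMSO and 100% = wells lacking PAFAH2 protein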
# * marks the source's active call; other numbers are inactive results; . = no result given. An excerpt. The share of hits here may be higher or lower than overall.
SMILES,ZTA DNA inh,PREPL inhibitor,PAFAH1B3 inh,pPAFAH FP inh,LYPLA2 counter,LYPLA1 inh,EBNA-1 inhibitor,PAFAH1B2 inh,PAFAH2 inh
O=C(CNC(=O)c1ccc(Cl)cc1)OCn1nnc2ccccc2c1=O,4,-3,0,3,-9,-2,.,1,-2
O=C(c1cccc(Cl)c1)N1CCC(C(=O)N2CCN(Cc3ccccc3)CC2)CC1,4,6,-7,-2,7,-2,16,0,-3
COc1ccc(CNC(=O)CN(C(=O)c2csnn2)c2cccc3c2CCCC3)cc1,-14,-8,0,8,-5,-2,-9,12,-4
COc1ccc(NC(=O)c2[nH]c(C)c(C(C)=O)c2C)cc1,0,7,-3,4,-7,-8,-16,-1,-1
CC(=O)N1c2ccccc2C2CCCC[C@H]21 (some centres not stated),5,3,8,3,8,4,.,5,7
O=C(OCC(=O)N1CCC(Cc2ccccc2)CC1)c1cc(Br)ccc1O,.,-13,8,2,.,.,.,4,-10
CC1CCCC(NC(=O)c2n[nH]c(=O)c3ccccc23)C1C (configuration not stated),11,-6,-7,-3,2,-1,5,7,-3
COc1ccc(N2CCN(CCCNC(=O)CC3Oc4ccc(C)cc4NC3=O)CC2)cc1 (configuration not stated),6,31,0,5,0,4,2,1,2
COc1ccc(N(C(=O)c2ccn[nH]2)C(C(=O)NC(C)(C)C)c2ccc(F)cc2)cc1 (configuration not stated),-4,-1,1,1,3,-2,-14,0,6
C=CCOC(=O)C(=O)/C=C/c1csc2ccccc12,5,-1,0,24,-7,-8,14,1,1
CC(=O)Nc1cc2c(cc1NC(=O)c1cnccn1)OCCO2,-12,5,1,2,1,3,-2,-1,1
COc1ccc(CN(C)CC(=O)NC(=O)NC2CCCCC2)cc1,5,6,10,2,4,2,.,1,1
Cc1ccc(NC(=O)CCS(=O)(=O)c2ccc(Br)cc2)nc1,4,-6,7,4,-2,-1,1,12,3
CC(C)NC(=O)c1ccc(-c2cc(C(F)(F)F)ccc2Cl)o1,-12,16,-5,3,5,-1,-4,2,-2
O=C1C2CCCN2C(c2ccc(F)cc2)N1c1ccc(Cl)cc1 (configuration not stated),1,-1,8,4,-3,4,5,0,-4
CCCOc1nc2c(c(=O)n(C)c(=O)n2C)n1Cc1cccc2ccccc12,-10,-2,10,11,0,0,2,-3,-1
Cc1noc(C)c1COc1cccc(C(=O)Nc2ccc(Br)cc2F)c1,.,9,7,1,.,.,.,-3,5
Cc1cc(NC(=O)CSc2nc(C3CCCCC3)nc3ccccc23)no1,24,-7,1,5,2,0,4,4,2
Cc1ccc(S(=O)(=O)N(C)CC(=O)N2CCCC2)cc1,7,6,-2,1,4,-1,8,-6,6
COc1cc(Cl)c(C)cc1NC(=O)c1cc(S(=O)(=O)N(C)C)ccc1N1CCCC1,4,6,3,7,0,-5,11,10,8

# Two entries from above in a different format.
SMILES	ZTA DNA inh	PREPL inhibitor	PAFAH1B3 inh	pPAFAH FP inh	LYPLA2 counter	LYPLA1 inh	EBNA-1 inhibitor	PAFAH1B2 inh	PAFAH2 inh
COc1ccc(NC(=O)c2[nH]c(C)c(C(C)=O)c2C)cc1	0	7	-3	4	-7	-8	-16	-1	-1
CC(=O)Nc1cc2c(cc1NC(=O)c1cnccn1)OCCO2	-12	5	1	2	1	3	-2	-1	1

# Continued:
SMILES,ZTA DNA inh,PREPL inhibitor,PAFAH1B3 inh,pPAFAH FP inh,LYPLA2 counter,LYPLA1 inh,EBNA-1 inhibitor,PAFAH1B2 inh,PAFAH2 inh
CCOc1cc(C2C(C#N)=C(N)Oc3n[nH]c(CC)c32)ccc1OCCN1CCOCC1 (configuration not stated),11,2,-2,4,3,3,-3,2,0
Cc1c(C(=O)Nc2ccc(F)cc2)cn2c(nc3ccccc32)c1C#N,17,11,-12,7,-16,-4,15,-1,-13
O=C(OCc1cccs1)c1ccccc1NS(=O)(=O)c1ccc2c(c1)OCCO2,11,7,2,-6,-1,-4,0,0,7
Cc1nccn1Cc1cccc2ccccc12,-5,4,5,3,1,0,11,3,-2
CCCCN(Cc1cc2cc(OC)ccc2[nH]c1=O)S(=O)(=O)c1ccc(C)cc1,4,-6,7,6,-10,1,3,10,1
Cc1c(NC(=O)CN2CCN(C(c3ccccc3)c3ccccc3)CC2)c(=O)n(-c2ccccc2)n1C,3,12,1,5,8,-2,2,1,6
Cc1ncoc1C(=O)NC1CC(C)(C)Cc2c1cnn2-c1ccc(F)cc1 (configuration not stated),-18,-6,0,0,7,3,-6,0,-1
Cn1cccc1CC(=O)N/N=C/c1ccc(C(C)(C)C)cc1,0,14,5,8,1,0,8,13,5
COCC(C)n1c(C)cc(C(=O)CSc2nnc(Nc3ccccc3F)s2)c1C (configuration not stated),5,15,2,7,7,6,6,-2,6
COc1ccc(N(CC(=O)Nc2ccccc2OC)S(=O)(=O)c2ccc(NC(C)=O)cc2)cc1,7,14,-3,-5,-12,-12,10,-4,6
COc1ccccc1CNC(=O)C(C)n1nc(C)n2c(cc3occc32)c1=O (configuration not stated),-5,-3,8,2,4,3,-2,5,10
[O-][N+]1=c2ccc(Nc3ccccc3)cc2=NC12CCCCC2,-11,18,8,5,2,0,1,3,11
CCC(c1nnc(SCC(=O)NCCc2ccc(OC)c(OC)c2)n1Cc1ccccc1)N(C)C (configuration not stated),-21,5,-3,2,-1,-4,5,7,2
CCN(CC)C1CCN(C(=O)CCc2nnc(CCc3ccccc3)o2)C1 (configuration not stated),-4,4,1,1,0,2,9,2,-8
Cc1noc(C)c1S(=O)(=O)Nc1ccccc1Cl,0,9,8,7,-3,1,-8,0,0
CC1=C(C)CC(C(=O)Nc2nc(-c3ccc(C)cc3C)c(C)s2)C(C(=O)O)C1 (configuration not stated),6,0,4,-2,4,3,1,4,1
Cc1cc(C)cc(OCC(=O)OCC(=O)Nc2cc(S(=O)(=O)N3CCOCC3)ccc2C)c1,8,10,6,12,4,0,.,-1,-1
COc1ccc(C(=O)NCCc2cc3c(OC)ccc(OC)c3[nH]c2=O)cc1OC,-14,8,5,0,1,-2,-1,-3,4
CC(=O)Nc1ccc(S(=O)(=O)N2CCN(Cc3csc(C)n3)CC2)cc1,6,4,9,0,7,2,9,-6,-4
COc1cc(-c2cc(C(=O)Nc3cc(S(=O)(=O)N4CCOCC4)ccc3O)c3ccccc3n2)cc(OC)c1OC,.,10,0,14,.,.,.,2,5
Cc1cccc(NC(=O)c2cc(NC(=O)c3ccccc3)ccc2N2CCCCC2)c1,-4,1,-3,5,2,-1,4,-2,-4
COc1ccc(C(=O)c2ccccc2)cc1Br,-2,13,5,2,22,4,5,4,-4
CCCOc1ccccc1Nc1nnc(C)c(=O)[nH]1,-1,7,1,1,-3,1,-3,2,1
CC(C)(C)NC(=O)N1CCCC(C(=O)c2cccc(Cl)c2)C1 (configuration not stated),14,5,-4,-2,-7,-5,-8,4,-2
CNCC[C@H](Oc1ccc(C(F)(F)F)cc1)c1ccccc1,9,59*,-1,2,1,-1,-2,2,-2
Cc1cccn2cc(CNS(=O)(=O)c3cccc(F)c3)nc12,-13,14,-4,1,1,-1,-8,1,-12
C=CCNC(=O)c1ccc(C)c(Br)c1,-6,1,1,0,2,0,8,1,11
COC(=O)C1=C(C)NC(=O)/C1=C\c1ccco1,-11,-4,8,6,2,0,-1,6,4
N#Cc1c(-c2ccco2)nc(SCc2ccc(F)cc2)[nH]c1=O,5,4,8,2,-7,-6,-7,9,4
Cc1ccc(C(=O)NCC(c2ccco2)N2CCc3ccccc3C2)cc1 (configuration not stated),2,-24,1,2,-1,-1,7,-1,-3
COC(=O)c1ccccc1S(=O)(=O)NNC(=O)Nc1ccccc1,0,-3,-2,1,4,-1,-2,-1,34*
Nc1ccc(-c2nc3ccc(N)cc3s2)cc1,-2,23,3,9,0,1,3,-1,-3
O=C(NCc1ccco1)C1CCCN(S(=O)(=O)c2ccc(-n3cnnn3)cc2)C1 (configuration not stated),-17,-6,6,-4,3,-3,8,3,0
CCC(=O)NC(=S)Nc1ccc(N2CCN(C(=O)c3ccc(Cl)cc3)CC2)cc1,3,20,3,6,29*,2,-4,2,6
CCOC(=O)c1[nH]c2cc3c(cc2c1NC(=O)CN1CCC2(CC1)OCCO2)OCO3,15,17,3,2,-8,-4,9,6,-1
CCCc1c(C(=O)N/N=C/c2c(OC)ccc3ccccc23)nnn1-c1nonc1N,-1,6,-1,-10,2,-4,-25,0,-1
Cc1ccc(C(=O)OCN2C(=O)c3ccccc3C2=O)c(O)c1,-12,11,5,-3,3,0,-3,0,1
CSCCC(NC(=O)c1ccc(C)o1)C(=O)O (configuration not stated),2,-6,3,4,0,0,-10,0,7
CCOc1ccc(-n2c(SCc3cc(=O)oc4cc(C)ccc34)nnc2-c2cccnc2)cc1,4,-12,5,-3,2,-2,-13,4,-59
CC(=O)c1ccccc1OC(=O)COc1ccc([N+](=O)[O-])cc1,-10,4,9,-2,-1,-1,3,7,5

# Sorted by heavy-atom count (smallest number first): some entries from above.
SMILES,ZTA DNA inh,PREPL inhibitor,PAFAH1B3 inh,pPAFAH FP inh,LYPLA2 counter,LYPLA1 inh,EBNA-1 inhibitor,PAFAH1B2 inh,PAFAH2 inh
C=CCNC(=O)c1ccc(C)c(Br)c1,-6,1,1,0,2,0,8,1,11
Cc1ccc(C(=O)OCN2C(=O)c3ccccc3C2=O)c(O)c1,-12,11,5,-3,3,0,-3,0,1
COC(=O)c1ccccc1S(=O)(=O)NNC(=O)Nc1ccccc1,0,-3,-2,1,4,-1,-2,-1,34*

# Going on with the list.
SMILES,ZTA DNA inh,PREPL inhibitor,PAFAH1B3 inh,pPAFAH FP inh,LYPLA2 counter,LYPLA1 inh,EBNA-1 inhibitor,PAFAH1B2 inh,PAFAH2 inh
COc1ccc(NC(=S)N/N=C/c2cccn2Cc2ccc(F)cc2Cl)cc1,-1,3,1,5,2,-4,-1,1,-5
COc1ccccc1C(=O)Nc1cc2cc(Cl)ccc2oc1=O,3,4,-8,0,2,-4,-1,2,0
COc1ccc2cc(CN(CC3CCCO3)S(=O)(=O)c3ccccc3Cl)c(=O)[nH]c2c1 (configuration not stated),-3,2,11,3,2,-2,3,1,2
CCCCN(CC)Cc1c(O)ccc2c(-c3ccccc3)cc(=O)oc12,-3,0,8,2,1,-1,2,7,1
Cc1ccc(-n2ncc3c(=O)n(CC(=O)N(C)C)cnc32)cc1,-5,-5,-2,-4,-4,5,3,2,-2
O=C(/C=C/c1ccc(Br)cc1)N1CCN(Cc2ccccc2)CC1,0,-19,11,-2,8,4,5,7,-3
Cc1ccc(CCNS(=O)(=O)c2ccc3c(c2)C(C)(C)C(=O)N3C)cc1,-4,-58,0,25*,8,4,1,11,-9
CCOC(=O)CSc1nc2ccccc2c(=O)n1C,-11,10,2,-1,-2,2,9,-1,1
COc1ccc(NC(=O)CN(c2ccc([N+](=O)[O-])cc2)S(=O)(=O)c2ccccc2)cc1,-11,-45,-5,7,-9,-4,-7,-5,2
Cc1cc(Nc2cccc([N+](=O)[O-])c2)c2cccc(C)c2n1,8,35,.,1,-1,-3,3,.,.
CC(=O)Nc1ccc(NC(=O)COc2ccc(S(=O)(=O)N3CCCC3)cc2C)cc1,4,3,6,-3,1,4,-9,5,-3
Clc1ccc2ncc(-c3nnnn3-c3ccccc3)c(-c3ccccc3)c2c1,1,-18,9,-1,-11,-5,-1,3,21
Cn1nnnc1SCCNCc1ccccc1OCc1ccccc1Cl,0,-32,5,0,-5,3,-21,1,-2
